PKM2 activator: qHTS Assay for Activators of Human Muscle isoform 2 Pyruvate Kinase; purified PKM2, Kinase-Glo ATP luminescence, activation; response scale: 0% is enzyme alone, no compound; Potency, µM (titrated, usually from 57.5 µM), without a hit: at the highest dose activation, actives largely listed as activators; 0.34% of 260,000 active; Pyruvate kinase PKM (Homo sapiens), P14618; further: potency means the concentration at half of the fitted maximal effect; on the % scale 0 is the no-effect control and ±100 the full control effect; nearly all actives have a fitted effect of over 55% in size
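Purified hPK-M2 (>95% pure) converted ADP (0.1 mM final) to ATP with 0.5 mM PEP in 50 mM imidazole pH7.2, KCl, MgCl2, Tween 20, BSA; 1 h at room temperature. ATP detected by Kinase-Glo luminescence.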
Gal4-VP16 FLuc: VP16 counterscreen qHTS for inhibitors of ROR gamma transcriptional activity. 3.5% of 310,000 active. Potency, µM (series often up to 53.6 µM), for the others: at the top dose activity, negative = inhibition, usual class: inhibitors. Drosophila S2 Gal4-VP16 UAS-luciferase, luminescence, 20 h;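 further: Gal4-VP16 expression switched on by copper sulfate through the metallothionein promoter; potency means the concentration at half of the fitted maximal effect; on the % scale 0 is the no-effect control and ±100 the full control effect; nearly all actives have a fitted effect of over 50% in size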
MBNL1-CUG inh: qHTS Assay for Inhibitors of MBNL1-poly(CUG) RNA binding; Muscleblind-like protein 1 (Homo sapiens), Q9NR56; TR-FRET MBNL1-His/biotin-(CUG)12 binding, 665/545 ratio; Potency, µM (titrated, usually from 57.5 µM), for inactives: at the top dose activity change, negative = inhibition, most hits filed as inhibitors; 0.036% of 280,000 active; AID 2675, 2010; active means well fitted inhibition curve with a large enough effect in the signal ratio, with a control signal flat, not every such curve was filed as active; inconclusive means small, poorly fitted or top-dose-only effect, or effect the other way, or a change in a side signal; inactive means no such curve, though single readings can be large or run the other way; the % refers to the signal ratio; further: potency means the concentration at half of the fitted maximal effect; on the % scale 0 is the no-effect control and ±100 the full control effect
Target sequence (Q9NR56 whole entry, looked up): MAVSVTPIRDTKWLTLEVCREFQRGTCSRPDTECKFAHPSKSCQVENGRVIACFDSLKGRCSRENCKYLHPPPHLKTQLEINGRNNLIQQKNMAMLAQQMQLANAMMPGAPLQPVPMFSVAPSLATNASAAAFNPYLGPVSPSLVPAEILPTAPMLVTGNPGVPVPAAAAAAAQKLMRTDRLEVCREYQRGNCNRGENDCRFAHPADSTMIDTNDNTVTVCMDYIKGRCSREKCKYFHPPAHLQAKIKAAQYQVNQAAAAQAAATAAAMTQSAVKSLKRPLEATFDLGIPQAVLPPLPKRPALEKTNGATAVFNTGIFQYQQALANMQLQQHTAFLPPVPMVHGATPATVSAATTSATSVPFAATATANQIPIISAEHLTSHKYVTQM
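Compound titration spanned 92 nM–58 uM against the MBNL1-His/biotin-(CUG)12 complex. After 60 min at room temperature with 5 nM streptavidin-XL665 and 0.055 ng/ul terbium anti-His, ratiometric 665/545 nm emission (Ex 340 nm) normalized to controls.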
Rab9 prom act: qHTS Assay for Rab9 Promoter Activators; Potency, µM (highest dose often 9.22 µM), for inactives: top-dose activation, negative = inhibition, usual class: activators; Huh7 Rab9 promoter-luciferase reporter, luminescence, 24 h; AID 485297, 2010; 2.8% of 320,000 active; further: potency means the concentration at half of the fitted maximal effect; % of control where 0% means no effect; nearly all actives have a fitted effect of over 60% in size
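Huh7 cells stably carrying a Rab9 promoter-luciferase reporter, 1500 cells per well in OP-MEM I with 10% FBS, treated with compound 24 hours at 37C. Luciferase activity read by luminescence after 10 minutes with Amplite reagent.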
Mito fusion yeast: qHTS Assay for Small Molecule Inhibitors of Mitochondrial Division or Activators of Mitochondrial Fusion; Potency, µM (top dose mostly 46.1 µM), inactives show at the top dose growth rescue (activation), most hits filed as activators; S. cerevisiae fusion-defective mutant growth rescue, CellTiterGlo 48 h; AID 485298, 2010; 0.23% of 320,000 active;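 further: potency means the concentration at half of the fitted maximal effect; % of control where 0% means no effect; nearly all actives have a fitted effect of over 45% in size; temperature-sensitive fusion mutants such as fzo1-1 at 37 °C on non-fermentable ethanol glycerol medium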
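Read-out: ATP-based luminescence (CellTiterGlo, 10 min ambient) reporting growth of fusion-defective ts yeast after 48 hours at 37C on glycerol/ethanol YPEG medium in the presence of compound.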
ELG1 repair inh: qHTS screen for small molecules that inhibit ELG1-dependent DNA repair in human embryonic kidney (HEK293T) cells expressing luciferase-tagged ELG1 | HEK293T ELG1-luciferase reporter, luminescence, 16 h; DNA damage induced by 5-fluorouridine | Potency, µM (series often up to 46.1 µM), inactives show top-dose activity change, negative = inhibition, most hits filed as inhibitors | 2.3% of 330,000 active; further: potency means the concentration at half of the fitted maximal effect; on the % scale 0 is the no-effect control and ±100 the full control effect; nearly all actives have a fitted effect of over 55% in size
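Cells (2,000 per well) received 5-fluorouridine plus test compound or DMSO and were incubated 16 hr at 37 °C, 5% CO2. Luciferase activity was read by luminescence 30 min after ONE-Glo addition; signal suppression marked inhibition of damage-induced ELG1 function.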
FLuc counter: qHTS profiling assay for firefly luciferase inhibitor/activator using purifed enzyme and Km concentrations of substrates (counterscreen for miR-21 project). 6.9% of 360,000 active. Potency, µM (highest dose often 57.5 µM), inactives show at the top dose activity change, negative = inhibition, usual class: inhibitors. AID 588342, 2011. purified FLuc, Km substrates, luminescence inhibition;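 further: potency means the concentration at half of the fitted maximal effect; plate controls were vehicle for no effect and reference inhibitor for full effect; nearly all actives have a fitted effect of over 55% in size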
Target sequence (P08659 whole entry, looked up): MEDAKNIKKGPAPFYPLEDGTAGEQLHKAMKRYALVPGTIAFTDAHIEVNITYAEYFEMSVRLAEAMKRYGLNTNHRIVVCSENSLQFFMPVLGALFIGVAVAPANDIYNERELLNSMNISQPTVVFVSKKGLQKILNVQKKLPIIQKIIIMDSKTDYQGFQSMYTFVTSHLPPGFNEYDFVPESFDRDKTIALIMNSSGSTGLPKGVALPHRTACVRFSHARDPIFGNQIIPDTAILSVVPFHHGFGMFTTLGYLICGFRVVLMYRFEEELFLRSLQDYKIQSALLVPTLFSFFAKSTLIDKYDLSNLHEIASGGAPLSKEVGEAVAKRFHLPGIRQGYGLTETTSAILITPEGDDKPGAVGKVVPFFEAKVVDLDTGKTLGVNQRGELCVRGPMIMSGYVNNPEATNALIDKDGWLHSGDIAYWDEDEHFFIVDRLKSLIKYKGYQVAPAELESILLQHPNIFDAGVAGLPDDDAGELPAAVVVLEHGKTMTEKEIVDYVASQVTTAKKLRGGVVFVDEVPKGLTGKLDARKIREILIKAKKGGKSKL
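Purified P. pyralis luciferase (10nM final) with 10uM D-luciferin and 10uM ATP (Km levels) in 50mM Tris acetate pH 7.5, 10mM Mg acetate, 0.01% Tween-20, 0.05% BSA; qHTS 6-point titration, ~60 µM downward; luminescence read.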
RORg inh: qHTS for inhibitors of ROR gamma transcriptional activity | Nuclear receptor ROR-gamma (Mus musculus), P51450 | Drosophila S2 Gal4-RORgamma UAS-luciferase reporter, 20 h | Potency, µM (top dose mostly 53.6 µM), without a hit: top-dose activity change, negative = inhibition, most hits filed as inhibitors | 5.4% of 310,000 active | AID 2551, 2010; further: potency means the concentration at half of the fitted maximal effect; on the % scale 0 is the no-effect control and ±100 the full control effect; nearly all actives have a fitted effect of over 60% in size
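Luminescence from a UAS-regulated Photinus luciferase reporter in stably transfected Drosophila Schneider cells is measured; decreased signal marks ROR gamma inhibition. Fusion expression is induced by 700 uM copper sulfate for 20 hr.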
KCNH2 3.1 block: qHTS for Inhibitors of KCHN2 3.1: Mutant qHTS; activity change, % (tested at about 1.8 µM); U2OS KCNH2 3.1, thallium flux FluxOr; active compounds read low; AID 720553, 2013; Potassium voltage-gated channel subfamily H member 2, brain isoform KCNH2 3.1 (human); 0.95% of 340,000 active;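 active means maximum activity change below -70%; inconclusive means maximum activity change from -70% to -50%; inactive means maximum activity change above -50%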;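 further: thallium influx rate constant from kinetic fluorescence after stimulation buffer; on the % scale 0 is the no-effect control and ±100 the full control effect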
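Kinetic fluorescence (2 min after stimulation buffer) measures Tl+ influx through KCNH2 3.1 expressed by viral transduction in U2OS cells; the rate constant is normalized against DMSO controls serving as positive and negative references.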
Menin-MLL TR inh: qHTS Assay for Inhibitors Targeting the Menin-MLL Interaction in MLL Related Leukemias: Competition With Texas Red Labeled MLL-derived Mutant Peptide. Menin + Texas Red MLL mutant peptide, fluorescence polarization. Potency, µM (highest dose often 61.6 µM), inactives show top-dose FP activity change, negative = inhibition, usual class: inhibitors. 0.23% of 270,000 active. AID 1768, 2009; active means well fitted inhibition curve with a large enough effect in the polarisation, with a control signal flat, not every such curve was filed as active; inconclusive means small, poorly fitted or top-dose-only effect, or effect the other way, or a change in a side signal; inactive means no such curve, though single readings can be large or run the other way; the % refers to the polarisation; further: potency means the concentration at half of the fitted maximal effect; % of control where 0% means no effect; many of its hits are not listed in these tables
NPC1 promoter act: qHTS Assay for NPC1 Promoter Activators | Huh7 NPC1 promoter luciferase reporter, 24 h | Potency, µM (titrated, usually from 9.22 µM), for inactives: at the highest dose activation, hits mostly activators | 2.4% of 320,000 active | AID 485313, 2010;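 further: potency means the concentration at half of the fitted maximal effect; % of control where 0% means no effect; nearly all actives have a fitted effect of over 60% in size; reporter is driven by a mutant NPC1 promoter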
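In 1536-well qHTS, Huh7 cells harboring an NPC1 promoter–luciferase construct received compound for 24 h; activation was quantified by luminescence following luciferase reagent addition.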
An asterisk follows results filed as active; ? = inconclusive; · = not tested or not shown; & = joins results of further samples; [ ] = dose if it differs, or a comment. Unless noted, the call rests on the fitted dose curve; in most records, active means well fitted curve in the direction sought with a large enough effect; inconclusive means small, poorly fitted or top-dose-only effect, or another doubt; inactive means no such curve, though single readings can be large; an effect the other way counts as inactive or inconclusive. These rows are one share of the data; rates above refer to the full screens.

SMILES	PKM2 activator	Gal4-VP16 FLuc	MBNL1-CUG inh	Rab9 prom act	Mito fusion yeast	ELG1 repair inh	FLuc counter	RORg inh	KCNH2 3.1 block	Menin-MLL TR inh	NPC1 promoter act
CCN(CC)S(=O)(=O)c1cccc(C(=O)NCc2ccccc2)c1	-2%	-12%	8%	1%	0%	-11%	-3%	33%	5	18%	-3%
CC(C)OC(=O)CC(=O)CSc1nc2c(cc1C#N)CCCC2	-27%	15%	?	·	0%	·	13µM*	17%	-26	14%	·
O=C(CSCCO)Nc1cccc2ccccc12	-1%	2%	8%	-1%	0%	15%	-4%	?	7	-10%	1%
COc1ccc(-c2sc(Nc3ccccc3)n[n+]2-c2ccc(F)cc2)cc1Br	1%	0%	73%[activator]	4%	-2%	7%	0%	-43%	-1	-10%	3%
OCCN1CCN(c2ncnc3ccc(Br)cc23)CC1	-10%	-4%	-1%	-6%	-4%	2.1µM*	0%	8%	21	6%[11.7 µM]	4%
C#CCN(CC=C)C(=O)CCc1nnc(COc2ccccc2)o1	-4%	-9%	12%	15%	-1%	?	?	10%	-5	-1%	-2%
Cc1csc2c(N3CCN(C(=O)Nc4ccc(OC(F)(F)F)cc4)CC3)ncnc12	3%	13µM*	-7%	1%	-16%	?	-20%	?	-92*	·	-1%
CCn1c(COc2ccccc2C)nnc1SCC(=O)CC(=O)Nc1ccccc1	16%	?	-11%	14%	2%	-11%	-9%	7.1µM*	18	13%	10%
CC(Oc1ccc(S(=O)(=O)N2CCCC2)cc1[N+](=O)[O-])C(=O)NC1(C#N)CCCCC1 (stereo not given)	·	·	·	1%	1%	-29%	0%	·	-5	·	-1%
CCCc1nnc(NC(=O)CCC(=O)N2CCN(S(=O)(=O)c3ccc(OC)cc3)CC2)s1	-3%[0.46 µM]	-5%	-13%	0%	-7%	-10%	4%	13%	-8	2%	1%
Cc1ccc(Cl)cc1N1CCN(S(=O)(=O)c2ccc3c(c2)NC(=O)C(C)C(=O)N3)CC1 (stereo not given)	3%	?	-11%	-2%	0%	-17%	2%	37%	-32	7%	0%
CCc1nn(CC(=O)N2CCCCCC2)c(=O)c2cc3ccccc3n12	·	-16%	3%	3%	24%	7%	2%	-10%	-5	-2%	?
Cc1cnn(-c2ccc3nnc(-c4ccc(Cl)cc4)n3n2)c1	2%	3%	-1%	-5%	-1%	20%	0%	16%	-6	-6%	-3%
O=C(Cc1cccs1)NCc1cccs1	0%	6%	6%	-4%	-5%	11%	5%	12%	-7	10%	-3%
O=C(c1cc2c(F)cccc2s1)N1CCCC1	9%	-4%[10 µM]	2%	1%	-2%	9%	-19%	-1%	-33	-12%	0%
FC(F)(F)c1cccc(Nc2nc(N3CCOCC3)nc(N3CCOCC3)n2)c1	-1%	-4%	3%	1%	3%	?	6%	26%	-8	23%	-1%
Cc1ccnc(NC(=O)CSc2ccccn2)c1	-11%	-1%	-10%	17%	-3%	0%	-19%	-2%	25	·	13%
O=C(CSc1nnc(-c2ccncc2)n1-c1ccc(F)cc1)NNC(=O)c1cccc(O)c1	6%	-4%	-2%	-7%	-6%	5%	0%	-15%	6	-3%	0%
CCCCc1cc(=O)oc2cc(OCC(=O)N[C@@H](Cc3ccccc3)C(=O)O)ccc12	-2%	-9%	13%	-7%	1%	-7%	2%	-6%	-1	-5%	-4%
COCCNC(=O)CN1C(=O)COc2ccc(Cl)cc21	1%	-12%	9%	-7%	-5%	18%	-2%	-5%	9	3%	-6%
COc1ccc(C2CC(O)(C(C)(C)O)NO2)cc1 (stereo not given)	-4%	23%	-6%	8%	-3%	?	-8%	43%	6	5%	1%
COc1cccc(F)c1C(=O)NC(=O)Nc1ccc2nc(C)oc2c1	1%	-42%	?	-2%	-4%	?	-7%	-4%	0	·	0%
O=C(NCCCN1CCOCC1)c1ccc(NS(=O)(=O)c2ccccc2)cc1	0%	0%	1%	-2%	-2%	-8%	4%	4%	·	·	-5%
COc1ccc(NC(=O)CSCC(=O)OCc2cccc(OC)c2OC)cc1	·	·	·	1%	-5%	14%	-2%	·	1	·	-5%
COc1ccc(C2(O)CCN(CCCCOc3ccccc3)CC2)cc1	-3%	-15%	-4%	2%	9%	-12%	6%	0%	?	?	1%
O=C1CC(C2CCCO2)C(=O)N1c1ccccc1 (stereo not given)	-12%	-6%	3%	9%	6%	3%	-5%	10%	-6	6%	1%
O=C(NCCc1ccccc1)C(=Cc1ccc(C(=O)O)cc1)C(=O)NCCc1ccccc1	6%	-4%	-3%	0%	4%	8%	-7%	-1%	12	-6%	-8%
CC(C)(C)OC(=O)[C@H](CCCCN)NC(=O)c1nc[nH]c1C(=O)NCCCCCN	·	·	·	-3%	-18%	14%	2%	·	15	·	0%
O=C1CCCN1c1cccc(Br)c1	-4%	-2%	4%	1%	-3%	12%	1%	-3%	12	2%	-4%
CCOC(=O)CS(=O)(=O)CC(=O)Nc1ccc([N+](=O)[O-])cc1OC	5%	-15%	?	1%	-1%	4%	0%	-1%	3	-1%	-3%
CCCCCOC(=O)C1=C(C)NC(=O)NC1c1ccccc1 (stereo not given)	2%	5%	2%	-3%	0%	7%	-2%	?	8	-29%	-1%
COC(=O)c1ccccc1NC(=O)N1CCN(C/C=C/c2ccccc2)CC1	12%	-11%	2%	-3%	8%	6%	6%	-19%	-11	-19%	1%
C[C@H]1NC(=O)[C@@]2(C)[C@@H](c3ccccc3)[C@H]3COc4ccccc4[C@@H]3N2C1=O	·	·	·	-4%	-6%	-14%	1%	·	-13	·	0%
COc1ccc(CNC(=O)C2CCN(c3nc(-c4ccccc4)nc4c3CCC4)CC2)cc1	-4%	-6%	-4%	15%	-4%	?	-3%	16%	?	·	0%
O=c1cc2c(=O)oc3cc(O)c(O)oc3c2c(O)c1O	-7%	-21%	14%	-6%	0%	9%	-7%	-27%	-1	·	-4%
Cc1c(C(=O)Nc2ccccn2)sc2nc3n(c(=O)c12)CCC3	-15%	-23%	4%	0.89µM*	1%	?	9.5µM*	?	9	·	1.3µM*
CCOC(=O)c1nnn(-c2ccc([N+](=O)[O-])cc2)c1C	-3%	1%	?	3%	-4%	?	5%	7%	13	4%	-2%
CNC(=O)c1csc(-c2ccccc2)n1	6%	15%	-28%	5%	0%	?	-5%	6%	-8	16%	-4%
CCNC(=O)c1ccc(OCC(=O)Nc2ccc(F)cc2)c(OC)c1	-11%	-5%	-12%	14%	-3%	18%	-9%	-7%	4	-6%	-6%
CCCNC(=O)c1nn2cc(Br)cnc2c1Cl	2%	9%	?	5%	-3%	1%	7%	20%	-21	-7%	-4%
COc1ccccc1N1CCN(CCCNC(=O)Cn2ncc3c([nH]c4ccccc43)c2=O)CC1	0%[0.46 µM]	-3%	-4%	-10%	10%	14%	3%&-3%	2%	-43	-13%	-3%
CCOc1ccc(NC(=O)c2ccc(NC(=O)c3cn4c5c(c(N6CCN(C)CC6)c(F)cc5c3=O)OCC4C)cc2)cc1 (stereo not given)	0%	-7%	-7%[11.5 µM]	0%	-30%[inhibitor]	4%	-11%	-17%	1	1%	-7%
CN1C(C(=O)NCc2ccco2)CC2Cn3c(nc4cc(Cl)c(Cl)cc43)C21 (stereo not given)	-1%	0%	-2%	-4%	-6%	-1%	-4%	39%	0	·	-1%
COc1ccc(S(=O)(=O)Nc2cc3c4c(c2)CC(=O)N4CCC3)cc1	·	·	·	0%	1%	0%	2%	·	-39	·	2%
Cc1cc(N)n(-c2ccc(C(=O)O)cc2)n1	-3%	-4%	-16%	1%	-2%	?	4%	-28%	32	4%	-2%
COCC(=O)NC1CCN(CC(=O)Nc2ccc(OC)cc2[N+](=O)[O-])CC1	-9%	-2%	?	8%	1%	3%	1%	-13%	-6	-4%	-2%
Cc1cc(-n2c(=O)c(C#N)cc3c(=O)n4cccc(C)c4nc32)no1	2%	-1%	?	-3%	2%	-8%	7%	-9%	-8	-21%	19%
O=C(c1cccc(F)c1)N1CCN(C(=O)c2cc3ncc(Br)cn3n2)CC1	2%	-3%	12%	-1%	-3%	0%	9%	-2%	-20	10%	1%
